NCOA1 inh: human NCOA1 inhibition | Q15788 | HEK293 GAL4-SRC1 luciferase reporter, luminescence | inhibition, % at 3.6 µM | 360,000 tested, 0.12% active | AID 588354;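 active = inhibition above the campaign mean plus 3 SD, with each screening campaign given its own cutoff, cut at about 60% in these data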;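 also: 0% = DMSO treated cells and 100% = gossypol at 36 µM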
TWEAK Fn14 block: TWEAK-Fn14 signaling inhibition; TWEAK-stimulated Fn14 reporter cells, luciferase luminescence, 8 h; inhibition, % at 10 µM; 360,000 tested, 2% active; in the data active = inhibition above about 50%
TLR9-MyD88 block: TLR9-MyD88 interaction inhibition; Q9NR96+Q99836; CHO BLA complementation TLR9-MyD88, CCF4 FRET ratio; inhibition, % at 4.98 µM; 340,000 tested, 0.21% active;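 active = inhibition above the mean over all tested compounds plus 3 SD, cut at about 21% in these data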;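 also: 0% = DMSO only wells and 100% = clavulanate BLA inhibitor control wells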
Granule exo inh: lytic granule exocytosis inhibition | TALL-104 LAMP-1 surface exposure, flow cytometry; cells stimulated with thapsigargin and PMA | inhibition, % at 10 µM | 360,000 tested, 0.66% active;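 active = inhibition above about 55%, limit read from the data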
NOD2 RIPK2 PPI: NOD2-RIPK2 protein interaction inhibition; inhibition, % at 4.98 µM; 360,000 tested, 0.38% active; O43353; CHO BLA complementation NOD2-RIPK2, CCF4 ratio; in the data active = inhibition above about 21%;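 also: 0% = vehicle only and 100% = reference blocker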
TROY signal inh: blocks TROY-dependent signaling in reporter cells. Q293 LMP1-TROYcd NF-kB luciferase reporter, 4 h. inhibition, % at 10 µM. 360,000 tested, 0.98% active;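 active = compounds whose plate-normalised and pattern-corrected inhibition of the luciferase reporter signal at the single screening dose is 50% or more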
COUP-TFII inh: NR2F2 (human) inhibition, primary screen | 370,000 tested, 0.7% active | inhibition, % at 8.6 µM | HEK293T NGFI-A luciferase reporter, luminescence | P24468;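 active = inhibition above a per-plate cutoff, mean inhibition of test wells between control levels plus 3 SD, cut at about 38% in these data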;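 also: cells cotransfected with COUP-TFII expression vector driving the NGFI-A reporter; 0% = median of COUP-TF2 test wells and 100% = reporter-only cells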
LRH-1 inv ag: NR5A2 inverse agonism in reporter assay. O00482. HEK293T StAR-luciferase reporter, LRH-1 transfected, 24 h. inhibition, % at 3.6 µM. 360,000 tested, 0.13% active. AID 602396;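 active = inhibition above the mean inhibition of all tested compounds plus 3 SD, cut at about 73% in these data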;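 also: 0% = DMSO wells and 100% = reporter-only cells lacking LRH-1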
ABHD5-PLIN5 inh: inhibitors of human ABHD5-perilipin-5 interaction; Q00G26+Q8WTS1; Split G. princeps luciferase complementation, luminescence, 4 h; inhibition, % at 4 µM; 360,000 tested, 0.78% active;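 active = inhibition above the mean inhibition across every tested compound plus 3 SD, cut at about 22% in these data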;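 also: 0% = DMSO only wells and the 100% control is not disclosed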
NCOA2 inhibitor: inhibits human steroid receptor coactivator 2. 370,000 tested, 0.17% active. HEK293 GAL4-SRC2 luciferase reporter, luminescence. Q15596. inhibition, % at 9 µM;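 active = inhibition above the mean inhibition of all tested compounds plus 3 SD, set per campaign, cut at about 52% in these data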;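 also: 0% = DMSO treated cells and 100% = cells given Gossypol at 36 µM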
SRC3 inh: human NCOA3 inhibition. Q9Y6Q9. HEK293 GAL4-SRC3 luciferase reporter, luminescence. inhibition, % at 3.6 µM. 360,000 tested, 0.17% active;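 active = inhibition above a per-campaign cutoff, the mean of all compounds plus 3 SD, cut at about 60% in these data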;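 also: 0% = DMSO-treated cells and 100% = gossypol-treated cells at 36 µM; higher means less SRC3-driven luciferase light from the GAL4 reporter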
Numbers without * were called inactive; / = no result given. An excerpt. The share of hits here may be higher or lower than overall.

Order of values – NCOA1 inh	TWEAK Fn14 block	TLR9-MyD88 block	Granule exo inh	NOD2 RIPK2 PPI	TROY signal inh	COUP-TFII inh	LRH-1 inv ag	ABHD5-PLIN5 inh	NCOA2 inhibitor	SRC3 inh
1. CC(=O)Nc1sc(C)c(C)c1C(=O)OCC(=O)N(CC(C)C)C1CCS(=O)(=O)C1 (stereo unspecified)
→ 15	-13	-10	-4	-4	1	-2	-12	21	3	22
2. CCn1c(NCc2cccc(OC)c2OC)nc2ccccc21
→ -15	60*	6	0	-5	-52	-10	-33	0	-22	-16
3. COc1ccc(CN2CCSCC2)c(C)c1C
→ 1	14	-6	-9	-7	-51	0	6	-1	-16	6
4. CC(=O)C1=C(C)Nc2ncnn2C1c1ccc(Br)cc1 (stereo unspecified)
→ 13	16	-1	-18	-3	8	9	10	-4	8	3
5. CC1(C(=O)NC(=S)N(CCC#N)c2ccccc2)CC1(Cl)Cl (stereo unspecified)
→ 12	-3	-4	7	1	2	13	13	-2	-26	11
6. N#Cc1c(-c2ccncc2)cc(-c2ccc(F)cc2)nc1N
→ 0	2	-9	0	-6	4	15	10	2	-2	2
7. CCC(=O)N1CCC(c2ccc(OC)cc2)=N1
→ -30	-3	0	-1	-8	-27	-8	-15	-3	-22	-29
8. COC(=O)[C@@]1(C)[C@H]2C(=O)N(C)C(=O)[C@H]2[C@H]2CN=C(SCC(=O)c3ccccc3)N21
→ 14	-67	-2	1	13	-21	20	-3	-20	-23	3
9. Oc1ccc(-c2nc3ccccc3s2)cc1
→ -98	35	-3	2	-13	-66	-29	-121	1	-37	-75
10. C[C@@H]1CN([C@H](C)CO)S(=O)(=O)c2ccc(C#CCN(C)C)cc2O[C@@H]1CN(C)Cc1ccccc1F
→ -3	-14	2	1	-9	3	-5	-26	3	-7	6
11. O=C(CC(c1ccccc1)c1ccccc1O)NCc1ccccc1Cl (stereo unspecified)
→ 8	19	-3	-1	6	13	-3	8	1	6	18
12. CC1CCCCC1NC(=S)NC(=O)c1ccccc1Cl (stereo unspecified)
→ -16	2	-15	19	7	-15	-2	-20	-2	25	6
13. Cc1nn(C)c(C)c1CCC(=O)N1CCCC(Nc2ccc(C(C)C)cc2)C1 (stereo unspecified)
→ 1	-8	-1	-1	-2	-11	3	-2	-1	19	-2
14. O=C(/C=C/c1c(F)cccc1Cl)Nc1ccncc1
→ -28	-18	-9	0	-2	-54	-36	-64	-2	-1	-33
15. COc1ccc(C(Cl)=C(C=O)c2ccc(OC)c(OC)c2)cc1OC
→ 8	43	/	-3	-3	2	-9	6	3	13	34
16. CCOC(=O)CSc1nc2ccccc2n2c(C)nnc12
→ -3	-2	-15	4	-3	-2	-9	15	1	1	-10
17. Cc1c(CNCc2cccs2)c(C(=O)O)c(C)n1Cc1ccccc1
→ 16	10	1	-5	-9	-2	-1	-5	6	8	0
18. CCN1CCC2(CC1)N=C(c1ccc(F)cc1)C(=S)N2
→ -15	2	-1	-3	-4	3	-25	4	-6	-40	11
19. COc1cc(C)c(Cl)c(C)c1S(=O)(=O)NC1CC(C)(C)NC(C)(C)C1
→ -3	3	6	0	2	18	-3	-18	8	-7	-11
20. CC(OC(=O)c1ncc(Cl)c(Cl)c1Cl)C(=O)NC1CCCCC1C (stereo unspecified)
→ -23	11	-8	18	-1	7	-22	2	6	8	8

(continued)
Order of values – NCOA1 inh	TWEAK Fn14 block	TLR9-MyD88 block	Granule exo inh	NOD2 RIPK2 PPI	TROY signal inh	COUP-TFII inh	LRH-1 inv ag	ABHD5-PLIN5 inh	NCOA2 inhibitor	SRC3 inh
21. c1ccc(CCC2CCCCN2Cc2nc(-c3ccc4c(c3)OCO4)no2)nc1 (stereo unspecified)
→ 2	-7	4	2	5	-6	23	-9	-5	-13	5
22. O=C(OC(C(=O)Nc1ccc(Cl)cc1C(F)(F)F)c1ccccc1)C1=COCCO1 (stereo unspecified)
→ -10	-37	-7	2	-5	-3	4	2	1	-21	5
23. O=C1NC2C3CC(c4ccccc43)C12 (stereo unspecified)
→ -5	-4	5	1	1	-13	-4	-9	3	10	12
24. O=C(CN1CCOCC1)Nc1ccc(S(=O)(=O)NC2CCCCC2)cc1
→ 5	-5	-4	-5	-12	10	-17	8	2	23	-6
25. CCCn1c(=O)c2c(nc(Br)n2CCC)n(C)c1=O
→ 12	15	2	-1	2	5	8	4	-1	-10	0
26. COc1cc(C(=O)NCCNC(=O)c2cnccn2)cc(OC)c1OC
→ -27	4	9	-14	-5	7	-4	0	-3	-26	3
27. Cc1cc(C(=O)N2CCN(S(C)(=O)=O)CC2)sc1-c1ccccc1
→ -8	-3	-3	-3	10	4	-11	3	-4	-12	-2
28. CCCCNC(=O)C1(C)CCCCN1C(=O)c1c(Cl)cccc1Cl (stereo unspecified)
→ 1	11	/	2	-7	10	10	-3	-7	-50	-6
29. Clc1ccccc1-c1nnc2sc(CCc3ccccc3)nn12
→ 3	8	-4	2	-1	-17	13	12	-1	0	2
30. Cc1ccccc1OCc1nnc(SCC(=O)Nc2ccc3nc(SCC(=O)NC(C)(C)C)sc3c2)n1C
→ 6	89*	3	77*	-1	/	-10	36	5	3	-2
31. COc1cc(NC(=O)CCNC(=O)Cn2ccc3ccccc3c2=O)cc(OC)c1OC
→ -16	19	-1	2	-6	-28	/	-18	-4	/	-18
32. Cc1nc(C(=O)N2CCCC(N3CCN(c4ccccc4C)CC3)C2)cs1 (stereo unspecified)
→ 2	-5	-7	-2	-6	-9	20	1	0	2	21
33. Cc1cc(O)c(C(C)C)cc1N=Cc1ccc(N(C)C)cc1
→ -6	41	-5	-3	2	-2	10	27	11	-18	1
34. O=C(Nc1ccc(OCc2ccccc2)cc1)c1cccs1
→ -58	-23	-1	-12	2	-32	-37	-64	6	-29	-74
35. CC1(C)CC(=O)C(C=NCCN2CCN(C3CC(=O)N(c4cccc(Br)c4)C3=O)CC2)=C(O)C1 (stereo unspecified)
→ 11	31	0	0	-7	4	-5	-3	0	-49	20
36. O=C(CSc1nnnn1-c1ccc2c(c1)OCCO2)OC1CCCCC1
→ -11	-6	-3	3	13	-58	-12	6	6	-16	11
37. Cc1ccc(C(=O)N2CCN(C34CC5CC(CC(C5)C3)C4)CC2)o1
→ -1	10	-2	1	1	22	6	-22	-5	25	-6
38. Cc1ccc(S(=O)(=O)NN=Cc2ccc(N3CCOCC3)cc2)cc1[N+](=O)[O-]
→ 2	-15	7	2	1	-6	-25	-26	5	12	-9
39. COc1cccc(CCNC(=O)c2ccc(C#N)cc2)c1
→ -15	3	-10	1	-5	-9	-21	-26	-7	-16	-6
40. Cc1ccc(Cl)cc1NC(=O)CC1NC2CCCCC2NC1=O (stereo unspecified)
→ -15	4	-18	-4	5	5	-9	7	-1	-6	24

An excerpt of these results, with tabs.
nr	Compound	NCOA1 inh	TWEAK Fn14 block	TLR9-MyD88 block	Granule exo inh	NOD2 RIPK2 PPI	TROY signal inh	COUP-TFII inh	LRH-1 inv ag	ABHD5-PLIN5 inh	NCOA2 inhibitor	SRC3 inh
30	Cc1ccccc1OCc1nnc(SCC(=O)Nc2ccc3nc(SCC(=O)NC(C)(C)C)sc3c2)n1C	6	89*	3	77*	-1	/	-10	36	5	3	-2
31	COc1cc(NC(=O)CCNC(=O)Cn2ccc3ccccc3c2=O)cc(OC)c1OC	-16	19	-1	2	-6	-28	/	-18	-4	/	-18
32	Cc1nc(C(=O)N2CCCC(N3CCN(c4ccccc4C)CC3)C2)cs1 (stereo unspecified)	2	-5	-7	-2	-6	-9	20	1	0	2	21
33	Cc1cc(O)c(C(C)C)cc1N=Cc1ccc(N(C)C)cc1	-6	41	-5	-3	2	-2	10	27	11	-18	1
34	O=C(Nc1ccc(OCc2ccccc2)cc1)c1cccs1	-58	-23	-1	-12	2	-32	-37	-64	6	-29	-74
35	CC1(C)CC(=O)C(C=NCCN2CCN(C3CC(=O)N(c4cccc(Br)c4)C3=O)CC2)=C(O)C1 (stereo unspecified)	11	31	0	0	-7	4	-5	-3	0	-49	20
36	O=C(CSc1nnnn1-c1ccc2c(c1)OCCO2)OC1CCCCC1	-11	-6	-3	3	13	-58	-12	6	6	-16	11
37	Cc1ccc(C(=O)N2CCN(C34CC5CC(CC(C5)C3)C4)CC2)o1	-1	10	-2	1	1	22	6	-22	-5	25	-6
38	Cc1ccc(S(=O)(=O)NN=Cc2ccc(N3CCOCC3)cc2)cc1[N+](=O)[O-]	2	-15	7	2	1	-6	-25	-26	5	12	-9
39	COc1cccc(CCNC(=O)c2ccc(C#N)cc2)c1	-15	3	-10	1	-5	-9	-21	-26	-7	-16	-6
40	Cc1ccc(Cl)cc1NC(=O)CC1NC2CCCCC2NC1=O (stereo unspecified)	-15	4	-18	-4	5	5	-9	7	-1	-6	24

Pulled by compound from above (two):
Order of values – NCOA1 inh	TWEAK Fn14 block	TLR9-MyD88 block	Granule exo inh	NOD2 RIPK2 PPI	TROY signal inh	COUP-TFII inh	LRH-1 inv ag	ABHD5-PLIN5 inh	NCOA2 inhibitor	SRC3 inh
24. O=C(CN1CCOCC1)Nc1ccc(S(=O)(=O)NC2CCCCC2)cc1
→ 5	-5	-4	-5	-12	10	-17	8	2	23	-6
28. CCCCNC(=O)C1(C)CCCCN1C(=O)c1c(Cl)cccc1Cl (stereo unspecified)
→ 1	11	/	2	-7	10	10	-3	-7	-50	-6

Further records follow:
Order of values – NCOA1 inh	TWEAK Fn14 block	TLR9-MyD88 block	Granule exo inh	NOD2 RIPK2 PPI	TROY signal inh	COUP-TFII inh	LRH-1 inv ag	ABHD5-PLIN5 inh	NCOA2 inhibitor	SRC3 inh
41. CCc1nnc(NS(=O)(=O)c2ccc(NCc3cc(Cl)ccc3O)cc2)s1
→ 9	5	-16	8	-3	-5	8	-28	-9	13	1
42. CC1CCCCN1S(=O)(=O)c1cccc(S(=O)(=O)N2CCOCC2)c1 (stereo unspecified)
→ 13	0	0	-2	-7	3	-4	-16	-6	-28	-4
43. Cn1c(=O)c(-c2ccccc2)c(O)c2ccccc21
→ 8	-1	-9	-8	-4	-7	2	11	9	3	4
44. Nc1nc(-c2ccc(Cl)cc2)nn1C(=O)c1cccnc1
→ -15	30	-5	3	-12	-11	-16	-15	3	-14	-27
45. O=C(CSCCO)Nc1cccc([N+](=O)[O-])c1
→ -31	17	-4	-6	-9	11	16	-5	-1	-12	2
46. O=C(COc1ccccc1)NCC(c1ccco1)N1CCN(c2ccccc2F)CC1 (stereo unspecified)
→ -7	8	-9	14	4	2	-10	12	-11	-28	5
47. COc1cccc(OC)c1C(=O)OCC(=O)NC1CCCCCC1
→ -2	1	-5	1	7	-5	-13	11	1	20	-20
48. OC(CN1CCN(c2cccc(Cl)c2)CC1)C(c1ccccc1)c1ccccc1 (stereo unspecified)
→ -3	-2	-1	1	-5	2	8	0	-10	7	4
49. COc1ccc(OC)c(C(O)c2ncc(-c3cccc4ccccc34)[nH]2)c1 (stereo unspecified)
→ 6	7	/	-9	10	-4	6	-4	11	10	17
50. CC(C)=CCSc1nnc([C@@H](NC(=O)OC(C)(C)C)C(C)C)o1
→ -19	-3	-13	-3	-5	-4	8	-6	-6	-5	15
51. O=C(Cn1cnc2c(nnn2Cc2ccc(Cl)cc2)c1=O)OCc1ccccc1
→ 7	16	-9	-4	1	0	-6	-7	5	-11	9
52. CSc1nc(SCC(N)=O)c2c3c(sc2n1)CN(C)CC3
→ 13	0	10	-1	5	/	-1	10	13	-12	4
53. CCOC(=O)CC(=O)Nc1cc(Cl)ccc1O
→ -3	5	0	2	8	11	14	-12	-4	17	0
